Growth percent in the NCI-60 one-dose screen (48 h, 10 µM unless noted): 100 = growth as untreated, 0 = no growth, -100 = all killed.
MDA-MB-231 = MDA-MB-231 breast cancer. actives 5% (n = 81,000). AID 1794789
MCF7 = MCF7 breast cancer | actives 6.3% (n = 82,000)
MOLT-4 = MOLT-4 leukemia cells; actives 6.9% (n = 80,000)
MDA-MB-468 = MDA-MB-468 breast cancer. actives 8.5% (n = 78,000). AID 2202374
SR = SR leukemia cells. actives 8.7% (n = 73,000)
K-562 = K-562 leukemia. actives 7.4% (n = 78,000). AID 1794777
T-47D = T-47D breast cancer; actives 5% (n = 79,000)
BT-549 = BT-549 breast cancer. actives 4.4% (n = 78,000)
An asterisk follows results filed as active; & = joins results of further samples; ! = not confirmed by another sample. Rule for the calls: active = growth percent below 10; inactive = the rest.

Screening Cc1ccc([N+](=O)[O-])cc1S(=O)(=O)O returned MDA-MB-231 109&110, MCF7 87&105, MOLT-4 93&99, MDA-MB-468 112&107, SR 96&93, K-562 99&101, T-47D 97&99 and BT-549 95.
COc1cc(OC)c(/C=C/c2ccc3ccccc3[n+]2C)c(OC)c1 was read as MDA-MB-231 28, MCF7 3.9*, MOLT-4 -50*, MDA-MB-468 -14*, K-562 10.0*, T-47D 9.7* and BT-549 -0.1*.
For Cc1nc2cccc(NCc3ccc(C(=O)NO)cc3)c2c(=O)n1-c1ccccc1 the results were MDA-MB-231 48, MCF7 67, MOLT-4 11, MDA-MB-468 -15*, SR 15, K-562 19, T-47D 17 and BT-549 73.
For O=C1c2ccccc2C(=O)N1CCCI the results were MDA-MB-231 111, MCF7 87, MOLT-4 98, MDA-MB-468 102, K-562 106, T-47D 93 and BT-549 105.
O=C(/C=C/c1ccc(O)cc1)Oc1ccc(/C=C/c2cc(OC(=O)/C=C/c3ccc(O)cc3)cc(OC(=O)/C=C/c3ccc(O)cc3)c2)cc1 was read as MDA-MB-231 105, MCF7 93, MOLT-4 65, MDA-MB-468 108, SR 90, K-562 90, T-47D 91 and BT-549 90.
Screening O=C(CN1CCN(c2cc(=O)[nH]c3ccc(F)cc23)CC1)Nc1ccc(Cl)cc1 returned MDA-MB-231 62, MCF7 59, MOLT-4 92, MDA-MB-468 58, SR 84, K-562 79, T-47D 66 and BT-549 48.
For C#CCOC(=O)Nc1ccccc1 the results were MDA-MB-231 116, MCF7 87, MOLT-4 104, MDA-MB-468 117, SR 111, K-562 97, T-47D 109 and BT-549 106.
For N#CC(c1ccccc1)N(CCc1ccccc1)C(=O)Oc1ccccc1 (stereo not drawn) the results were MDA-MB-231 100, MCF7 98, MOLT-4 91, MDA-MB-468 82, SR 93, K-562 98, T-47D 116 and BT-549 102.
COc1cc2c3c(cc4c5c(ccc4c3c1OC)OCO5)N(CCN(C)C)C2=O was read as MDA-MB-231 -1.1*, MCF7 0.2*, MOLT-4 3.9*, MDA-MB-468 -49*, SR -1.4*, K-562 1.4*, T-47D -5.0* and BT-549 -6.3*.
For O=C(COc1ccc(NC(=O)Nc2ccc(Cl)cc2)cc1)N=Nc1c(O)[nH]c2ccc(Br)cc12 the results were MDA-MB-231 84, MCF7 71, MDA-MB-468 96, T-47D 102 and BT-549 116.
Screening COc1ccc(-c2cc(-c3cn(-c4ccccc4)nc3-c3ccc(OCc4ccccc4)cc3)[nH]c(=O)n2)cc1 returned MDA-MB-231 69, MCF7 86, MOLT-4 84, MDA-MB-468 100, SR 85, K-562 85, T-47D 62 and BT-549 97.
For COc1ccc(-c2nn(-c3cccc(Cl)c3)cc2-c2c(C#N)c(=O)n3nc(-c4ccc(N(C)C)cc4)[nH]c3c2C#N)cc1 the results were MDA-MB-231 108, MCF7 93, MOLT-4 76, MDA-MB-468 98, SR 69, K-562 77, T-47D 95 and BT-549 96.
Cc1ccc(S(=O)(=O)Nc2ccc(Br)cc2C(=O)O)cc1 was read as MDA-MB-231 115, MCF7 100, MOLT-4 108, MDA-MB-468 94, SR 96, K-562 118 and BT-549 113.
Screening O=C1c2ccccc2C(=O)c2c1ccc1[nH]c(-c3cccs3)nc21 returned MDA-MB-231 71, MCF7 66, MOLT-4 70, MDA-MB-468 100, SR 37, K-562 81, T-47D 56 and BT-549 66.
For O=c1[nH]n(C(=S)N/N=C/c2ccc(F)cc2)c(=O)c2ccccc12 the results were MCF7 16, MOLT-4 11, MDA-MB-468 58, K-562 11, T-47D 59 and BT-549 70.

Filtered by structure, the entries above with bromine (2)
For O=C(COc1ccc(NC(=O)Nc2ccc(Cl)cc2)cc1)N=Nc1c(O)[nH]c2ccc(Br)cc12 the results were MDA-MB-231 84, MCF7 71, MDA-MB-468 96, T-47D 102 and BT-549 116.
Cc1ccc(S(=O)(=O)Nc2ccc(Br)cc2C(=O)O)cc1 was read as MDA-MB-231 115, MCF7 100, MOLT-4 108, MDA-MB-468 94, SR 96, K-562 118 and BT-549 113.

Next entries:
Screening COc1ccc(-c2nc(-c3ccc(F)cc3)cn3ccnc23)cc1 returned MDA-MB-231 78, MCF7 75, MOLT-4 79, MDA-MB-468 94, SR 87, K-562 108 and T-47D 59.
Screening CC1(C(=O)OCc2ccccc2)C(=O)C2=C(CCCC2)N1c1ccc(Br)cc1 (stereo not drawn) returned MDA-MB-231 75, MCF7 83, MOLT-4 80, MDA-MB-468 68, SR 91, K-562 64, T-47D 77 and BT-549 99.
`COC1=CC(=O)C(OC)=C(OC)C1=O` gave MDA-MB-231 86, MCF7 91, MOLT-4 -7.3*, SR 37, K-562 64, T-47D 97 and BT-549 101.
For COc1cc(/C=C/C(=O)c2sc(N)nc2C)ccc1OCC(=O)O the results were MDA-MB-231 94, MCF7 97, MOLT-4 105, MDA-MB-468 94, SR 112, K-562 99, T-47D 100 and BT-549 99.
`O=[N+]([O-])c1cc2c(cc1Br)-c1ccccc1C2` gave MDA-MB-231 91, MCF7 3.1*, MOLT-4 89, MDA-MB-468 17, SR 83, K-562 96, T-47D 15 and BT-549 77.
Screening Nc1ccccc1SCc1cc2ccccc2[nH]c1=O returned MDA-MB-231 101, MCF7 89, MOLT-4 96, MDA-MB-468 110, SR 100, K-562 93, T-47D 96 and BT-549 95.
Screening O=c1[nH]c2ccccc2cc1CN1CCN(c2nccc(-c3ccc4ccccc4c3)n2)CC1 returned MDA-MB-231 102, MCF7 92, MOLT-4 60, MDA-MB-468 90, SR 77, K-562 76, T-47D 83 and BT-549 100.
`O=S(=O)(Nc1ccc(C2CC2)cc1)c1ccc(-c2cnc(C3CC3)o2)cc1` gave MDA-MB-231 73, MCF7 33, MOLT-4 41, MDA-MB-468 18, SR 31, K-562 16, T-47D 51 and BT-549 76.
For NS(=O)(=O)c1ccc(Nc2nc(SCC(=O)c3ccccc3)nc3ccccc23)cc1 the results were MDA-MB-231 58, MCF7 33, MOLT-4 75, MDA-MB-468 90, SR 45, K-562 64, T-47D 74 and BT-549 102.
For CN(C)c1nc(NCCNS(=O)(=O)c2ccc(C(=O)/C=C/c3ccc(F)cc3)cc2)nc(Nc2ccc(F)cc2)n1 the results were MDA-MB-231 -93*, MCF7 -83*, MOLT-4 -17*, MDA-MB-468 -83*, SR -34*, K-562 -22*, T-47D -42* and BT-549 -89*.
`Cc1ccc(/C=C/c2n(Cc3ccc4ccccc4c3)c3ccccc3[n+]2Cc2ccc3ccccc3c2)cc1` gave MDA-MB-231 -47*, MCF7 -78*, MOLT-4 -26*, MDA-MB-468 -79*, SR -34*, K-562 -26*, T-47D -51* and BT-549 -70*.
`C=CCC(O)C=C` (stereo not drawn) gave MDA-MB-231 108, MCF7 98, MOLT-4 91, MDA-MB-468 102, SR 84, K-562 91, T-47D 96 and BT-549 104.
For CC1(C)C2C3CCC2C2C[S+]1CC23 the results were MDA-MB-231 106, MCF7 104, MOLT-4 95, MDA-MB-468 98, SR 100, K-562 99, T-47D 99 and BT-549 99.
Cc1cc(C)c2c(c1)N1C=NNC(=O)C1CC(O)C2 (stereo not drawn) was read as MDA-MB-231 102, MCF7 100, MDA-MB-468 99, T-47D 84 and BT-549 98.
For CCCn1c(=O)c2[nH]c(-c3ccc(OCc4nc5cc(F)c(F)cc5[nH]4)cc3)nc2n(CCC)c1=O the results were MDA-MB-231 53, MCF7 36, MOLT-4 25, MDA-MB-468 47, SR 46, K-562 52, T-47D 15 and BT-549 39.
`C/C(=C/C1CC(=O)OC1=O)CC(C)(C)C` (stereo not drawn) gave MDA-MB-231 94, MCF7 90, MOLT-4 110, MDA-MB-468 94, K-562 100, T-47D 93 and BT-549 89.
Screening CCN(CC)Cc1cc(C(C)(C)c2ccccc2)cc(C2CCCCC2)c1O returned MDA-MB-231 106, MCF7 97, MOLT-4 103, MDA-MB-468 106, SR 96, K-562 102, T-47D 104 and BT-549 98.
Cc1cc(=O)oc2cc(OC(=O)CN3CCN(C)CC3)ccc12 was read as MDA-MB-231 101, MCF7 93, MOLT-4 101, MDA-MB-468 101, K-562 94, T-47D 102 and BT-549 114.
`COc1ccc(-c2nnc(-c3ccc4c(c3)nc(-c3ccncc3)n4C3CCCCC3)o2)cc1` gave MDA-MB-231 64, MCF7 66, MOLT-4 44, MDA-MB-468 75, SR 47, K-562 43, T-47D 31 and BT-549 55.
`O=C(CCCCCCNC(=O)c1csc(Br)n1)NO` gave MDA-MB-231 50, MCF7 27, MOLT-4 17, MDA-MB-468 27, SR 24, K-562 14, T-47D 6.1* and BT-549 88.
`FC(F)(F)c1cc(-c2nnc3sc(C(F)(F)F)nn23)cc(C(F)(F)F)c1` gave MDA-MB-231 119, MCF7 92, MOLT-4 101, MDA-MB-468 114, K-562 103 and T-47D 97.
Screening CCOc1nc(N)ncc1OCCc1ccccc1 returned MDA-MB-231 107, MCF7 96, MOLT-4 119, MDA-MB-468 109, SR 107, K-562 117 and T-47D 100.
For Cc1ccc(Nc2cc(=S)nc(N)[nH]2)cc1C the results were MDA-MB-231 81, MCF7 89, MOLT-4 97, MDA-MB-468 85, SR 98, K-562 93, T-47D 89 and BT-549 96.
Screening COc1ccc(C/C(=N/O)c2ccc(OC)cc2)cc1 returned MDA-MB-231 100, MCF7 95, MDA-MB-468 90, SR 53, T-47D 88 and BT-549 128.
Screening Cc1[nH]c(-c2nc3ccccc3[nH]2)c(C)c1C(=O)NC1CCCCC1 returned MDA-MB-231 93, MCF7 99, MOLT-4 97, MDA-MB-468 103, SR 107, K-562 95, T-47D 108 and BT-549 107.
For CC(OCCCl)OCc1ccc2c(c1)OCO2 (stereo not drawn) the results were MCF7 111, MOLT-4 38, MDA-MB-468 107, SR 97, K-562 108, T-47D 113 and BT-549 121.
`CCCCn1c(-c2ccc(-c3nc(-c4ccc(OC)cc4)no3)cc2)nc(-c2ccccc2)c1-c1ccccc1` gave MDA-MB-231 89, MCF7 78, MOLT-4 84, MDA-MB-468 65, SR 92, K-562 68, T-47D 64 and BT-549 103.
For CN1CCCc2cc(/C=C3\SC(=S)N(C(Cc4ccc(O)cc4)C(=O)O)C3=O)ccc21 (stereo not drawn) the results were MDA-MB-231 96, MCF7 94, MOLT-4 103, MDA-MB-468 94, SR 105, K-562 91, T-47D 87 and BT-549 106.
`COc1ccc(C(=O)NNC(=O)c2cc(OC)c(OC)c(OC)c2)cc1Cl` gave MDA-MB-231 90, MCF7 98, MOLT-4 99, MDA-MB-468 105, SR 88, K-562 100, T-47D 62 and BT-549 97.
COc1ccc2sc3cccc(NCCN(C)C)c3c(=O)c2c1 was read as MDA-MB-231 -73*!, MCF7 -73*!, MOLT-4 -15*, MDA-MB-468 -82*!, SR -32*, K-562 -40*!, T-47D -35*! and BT-549 30&80.
COc1cc(-c2cc3ncccc3c3[nH]c(=O)c4cccnc4c23)cc(OC)c1OC was read as MDA-MB-231 37, MCF7 17, MOLT-4 32, MDA-MB-468 -10*, SR 20, K-562 10, T-47D 38 and BT-549 49.
For CCc1ccnc(NCc2cn(-c3ccc(C(=O)O)cc3)nc2-c2ccc(C(=O)O)cc2)c1 the results were MDA-MB-231 90, MCF7 86, MOLT-4 113, MDA-MB-468 94, SR 103, K-562 98, T-47D 104 and BT-549 103.
CCCCCC[C@@H](O)C/C=C\CCCCCCCC(=O)OC was read as MCF7 101, MOLT-4 102, MDA-MB-468 107, SR 98, K-562 102 and BT-549 108.

Twelve entries from above, sorted by length of the SMILES, rising.
Screening CCOc1nc(N)ncc1OCCc1ccccc1 returned MDA-MB-231 107, MCF7 96, MOLT-4 119, MDA-MB-468 109, SR 107, K-562 117 and T-47D 100.
`C/C(=C/C1CC(=O)OC1=O)CC(C)(C)C` (stereo not drawn) gave MDA-MB-231 94, MCF7 90, MOLT-4 110, MDA-MB-468 94, K-562 100, T-47D 93 and BT-549 89.
Screening COc1ccc(C/C(=N/O)c2ccc(OC)cc2)cc1 returned MDA-MB-231 100, MCF7 95, MDA-MB-468 90, SR 53, T-47D 88 and BT-549 128.
CCCCCC[C@@H](O)C/C=C\CCCCCCCC(=O)OC was read as MCF7 101, MOLT-4 102, MDA-MB-468 107, SR 98, K-562 102 and BT-549 108.
COc1ccc2sc3cccc(NCCN(C)C)c3c(=O)c2c1 was read as MDA-MB-231 -73*!, MCF7 -73*!, MOLT-4 -15*, MDA-MB-468 -82*!, SR -32*, K-562 -40*!, T-47D -35*! and BT-549 30&80.
Screening CCN(CC)Cc1cc(C(C)(C)c2ccccc2)cc(C2CCCCC2)c1O returned MDA-MB-231 106, MCF7 97, MOLT-4 103, MDA-MB-468 106, SR 96, K-562 102, T-47D 104 and BT-549 98.
`COc1ccc(C(=O)NNC(=O)c2cc(OC)c(OC)c(OC)c2)cc1Cl` gave MDA-MB-231 90, MCF7 98, MOLT-4 99, MDA-MB-468 105, SR 88, K-562 100, T-47D 62 and BT-549 97.
Screening Cc1[nH]c(-c2nc3ccccc3[nH]2)c(C)c1C(=O)NC1CCCCC1 returned MDA-MB-231 93, MCF7 99, MOLT-4 97, MDA-MB-468 103, SR 107, K-562 95, T-47D 108 and BT-549 107.
`FC(F)(F)c1cc(-c2nnc3sc(C(F)(F)F)nn23)cc(C(F)(F)F)c1` gave MDA-MB-231 119, MCF7 92, MOLT-4 101, MDA-MB-468 114, K-562 103 and T-47D 97.
COc1cc(-c2cc3ncccc3c3[nH]c(=O)c4cccnc4c23)cc(OC)c1OC was read as MDA-MB-231 37, MCF7 17, MOLT-4 32, MDA-MB-468 -10*, SR 20, K-562 10, T-47D 38 and BT-549 49.
`COc1ccc(-c2nnc(-c3ccc4c(c3)nc(-c3ccncc3)n4C3CCCCC3)o2)cc1` gave MDA-MB-231 64, MCF7 66, MOLT-4 44, MDA-MB-468 75, SR 47, K-562 43, T-47D 31 and BT-549 55.
`CCCCn1c(-c2ccc(-c3nc(-c4ccc(OC)cc4)no3)cc2)nc(-c2ccccc2)c1-c1ccccc1` gave MDA-MB-231 89, MCF7 78, MOLT-4 84, MDA-MB-468 65, SR 92, K-562 68, T-47D 64 and BT-549 103.
